Screening data deposited in PubChem by National Center for Advancing Translational Sciences (NCATS).
CXXC DNA block: qHTS Fluorescence Polarization Assay for Inhibitors of MLL CXXC domain - DNA interaction; Histone-lysine N-methyltransferase 2A (Homo sapiens), Q03164; MLL-CXXC / FITC-HOXA9 DNA fluorescence polarization; Potency, µM (doses to about 115 µM), without a hit: top-dose activity change, negative = inhibition, most hits filed as inhibitors; hit rate 0.037% among 290,000; AID 2662, 2010; active = well fitted inhibition curve with a large enough effect in the polarisation, with a control signal flat, not every such curve was filed as active; inconclusive = small, poorly fitted or top-dose-only effect, or effect the other way, or a change in a side signal; inactive = no such curve, though single readings can be large or run the other way; the % refers to the polarisation; note: potency is the fitted concentration of half-maximal effect
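Fluorescence polarization: 7 uM MLL-CXXC (stock) preincubated 5 min with compounds, then 50 nM fluorescein-HOX-A9 DNA (stock) added; 30 min ambient. Buffer 50 mM Tris-HCl pH 7.5, 50 mM NaCl, 1 mM DTT, 0.05% BSA.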
Mito fusion yeast: qHTS Assay for Small Molecule Inhibitors of Mitochondrial Division or Activators of Mitochondrial Fusion | hit rate 0.23% among 320,000 | Potency, µM (doses to about 46.1 µM), for inactives: top-dose growth rescue (activation), actives largely listed as activators | S. cerevisiae fusion-defective mutant growth rescue, CellTiterGlo 48 h | AID 485298, 2010;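 note: potency is the fitted concentration of half-maximal effect; % of control where 0% means no effect; nearly all actives have a fitted effect of over 45% in size; temperature-sensitive fusion mutants such as fzo1-1 at 37 °C on non-fermentable ethanol glycerol medium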
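Yeast fusion mutant, YPEG (non-fermentable carbon), compound, 48 h at 37C non-permissive; CellTiterGlo added, 10 min RT, luminescence read. Rescued growth = division inhibition.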
A-T KAP1 phos: qHTS Assay for Identifying a Potential Treatment of Ataxia-Telangiectasia; […] A-T fibroblasts, KAP-1 phosphorylation AlphaLISA; neocarzinostatin DNA damage 30 min before lysis; AID 485349, 2010; Potency, µM (titrated, usually from 57.5 µM), for the others: top-dose activation, usual class: activators; hit rate 0.19% among 320,000; note: potency is the fitted concentration of half-maximal effect; % of control where 0% means no effect; nearly all actives have a fitted effect of over 45% in size
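hTERT-immortalized A-T patient fibroblasts ([…]), 500 cells/well in OPTI-MEM, 1% FBS, got compounds for 60 min, then NCS for 30 min at 37C. Lysates were then assayed for phospho-KAP-1 by AlphaLISA (anti-pKAP1 donor, anti-KAP1 acceptor beads), 6 hr at 25C.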
Menin MLL FP TR: qHTS Assay for Inhibitors Targeting the Menin-MLL Interaction in MLL Related Leukemias: Competition With Texas Red Labeled MLL-derived Mutant Peptide. O00255. Menin + Texas Red MLL mutant peptide, fluorescence polarization. Potency, µM (titrated, usually from 61.6 µM), without a hit: top-dose FP activity change, negative = inhibition, actives largely listed as inhibitors. hit rate 0.23% among 270,000; active = well fitted inhibition curve with a large enough effect in the polarisation, with a control signal flat, not every such curve was filed as active; inconclusive = small, poorly fitted or top-dose-only effect, or effect the other way, or a change in a side signal; inactive = no such curve, though single readings can be large or run the other way; the % refers to the polarisation; note: potency is the fitted concentration of half-maximal effect; % of control where 0% means no effect; many of its hits are not listed in these tables
S-ASM inh: Inhibitors of Secretory Acid Sphingomyelinase (S-ASM): qHTS; hit rate 0.006% among 340,000; Sphingomyelin phosphodiesterase (Homo sapiens), P17405; Potency, µM (doses to about 57.5 µM), without a hit: top-dose activity change, negative = inhibition, most hits filed as inhibitors; placental ASM, HMU-PC fluorogenic substrate, 60 min; note: potency is the fitted concentration of half-maximal effect
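qHTS format. ASM enzyme prepared from human placenta hydrolyses the fluorogenic substrate HMU-PC0 (9 uM final) over 60 min at 37 °C after a 10 min compound preincubation.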
TCR activator: Activators of T cell receptors: qHTS campaign; Potency, µM (highest dose often 9.22 µM), for the others: top-dose activation of IL-2 secretion, hits mostly activators; primary human leukocytes, anti-CD3, IL-2 HTRF, 48 h; 330,000 tested, under 10 active; note: % of control where 0% means no effect
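HTRF read-out of IL-2 secretion: europium cryptate donor excited at 320nm, d2 acceptor emission at 665nm. Cells were primary human leukocytes incubated 48 hr with compounds and a-CD3 beads, supplying TCR signal only.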
TSHR antagonist: Antagonists of the Thyroid Stimulating Hormone Receptor: HTS campaign | TSHR-expressing cells, TSH-stimulated cAMP HTRF, 2 h; hits give low values | activity change, negative = inhibition, % at 11.5 µM | hit rate 0.2% among 330,000;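 active = activity change below a set negative limit, meaning inhibition stronger than a set level, cut at about -70% in these data; inconclusive = activity change between two set negative limits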; note: % is set by controls: 0 for no effect and ±100 for the full control effect
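TSHR-expressing cells were treated with compounds, then stimulated with TSH at EC80 (4nM final) for 2 hours at 37 deg C. Cellular cAMP was measured by HTRF competition between lysate cAMP and cAMP-d2 for a cryptate-labelled anti-cAMP antibody.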
MBNL1 CUG block: qHTS Assay for Inhibitors of MBNL1-poly(CUG) RNA binding; hit rate 0.036% among 280,000; Potency, µM (series often up to 57.5 µM), without a hit: top-dose activity change, negative = inhibition, hits mostly inhibitors; Muscleblind-like protein 1 (Homo sapiens), Q9NR56; TR-FRET MBNL1-His/biotin-(CUG)12 binding, 665/545 ratio; active = well fitted inhibition curve with a large enough effect in the signal ratio, with a control signal flat, not every such curve was filed as active; inconclusive = small, poorly fitted or top-dose-only effect, or effect the other way, or a change in a side signal; inactive = no such curve, though single readings can be large or run the other way; the % refers to the signal ratio; note: potency is the fitted concentration of half-maximal effect; % is set by controls: 0 for no effect and ±100 for the full control effect
Target sequence (Q9NR56 whole entry, looked up): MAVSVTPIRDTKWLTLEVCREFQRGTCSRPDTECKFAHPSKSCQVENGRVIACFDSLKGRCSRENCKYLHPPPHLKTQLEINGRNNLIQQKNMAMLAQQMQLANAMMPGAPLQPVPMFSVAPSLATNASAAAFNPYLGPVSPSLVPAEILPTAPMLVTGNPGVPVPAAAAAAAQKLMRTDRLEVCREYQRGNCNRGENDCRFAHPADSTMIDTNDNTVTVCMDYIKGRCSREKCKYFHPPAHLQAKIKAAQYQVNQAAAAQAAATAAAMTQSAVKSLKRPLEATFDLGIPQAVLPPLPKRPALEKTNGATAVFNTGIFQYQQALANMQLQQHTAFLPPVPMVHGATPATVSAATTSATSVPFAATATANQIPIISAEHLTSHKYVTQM
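Compound titration spanned 92 nM–58 uM against the MBNL1-His/biotin-(CUG)12 complex. After 60 min at room temperature with 5 nM streptavidin-XL665 and 0.055 ng/ul terbium anti-His, ratiometric 665/545 nm emission (Ex 340 nm) normalized to controls.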
Integrin act MD: qHTS for Activators of Integrin-Mediated Alleviation for Muscular Dystrophy; alpha7betagal myoblasts, beta-gal FDG fluorescence, 48 h; AID 624291, 2012; hit rate 0.064% among 350,000; Potency, µM (series often up to 38.3 µM), for inactives: at the top dose activation, actives largely listed as activators;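 note: potency is the fitted concentration of half-maximal effect; 100% = response of the positive control SU9516; nearly all actives have a fitted effect of over 60% in size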
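Alpha7betagal+/- myoblasts (passage 13) were plated 16-24 hr, then exposed to compounds (1:260 dilution of DMSO stock) for 48 hours at 37C. After MPER lysis, β-galactosidase reporter activity was read as FDG fluorescence (ex 480/em 540) after 30 minutes.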
TSG101-PTAP inh: qHTS Assay for Iinhibitors of HIV-1 Budding by Blocking the Interaction of PTAP/TSG101. Fluorescence polarization, FITC-PTAP peptide / Tsg101 binding. Potency, µM (top dose mostly 115 µM), for inactives: at the top dose activity change, negative = inhibition, most hits filed as inhibitors. 340,000 tested, under 10 active; active = well fitted inhibition curve with a large enough effect in the main read-out, with a control signal flat, not every such curve was filed as active; inconclusive = small, poorly fitted or top-dose-only effect, or effect the other way, or a change in a side signal; inactive = no such curve, though single readings can be large or run the other way; note: potency is the fitted concentration of half-maximal effect; % of control where 0% means no effect
Target sequence (Q99816 whole entry, looked up): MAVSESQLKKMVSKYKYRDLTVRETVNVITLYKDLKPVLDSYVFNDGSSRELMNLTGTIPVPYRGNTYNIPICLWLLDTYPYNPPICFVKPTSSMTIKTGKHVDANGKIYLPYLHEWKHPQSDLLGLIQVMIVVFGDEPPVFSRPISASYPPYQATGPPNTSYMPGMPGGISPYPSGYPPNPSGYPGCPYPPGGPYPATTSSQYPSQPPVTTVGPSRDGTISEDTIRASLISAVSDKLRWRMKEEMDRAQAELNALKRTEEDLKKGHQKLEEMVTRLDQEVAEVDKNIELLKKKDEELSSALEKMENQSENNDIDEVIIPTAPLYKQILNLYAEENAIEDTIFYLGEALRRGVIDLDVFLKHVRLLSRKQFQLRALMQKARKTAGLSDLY
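Tsg101 binding domain (10 uM final) was mixed with compound and a FITC-labeled PTAP peptide (50 nM final) in HEPES pH 7.5 buffer with NaCl, Tween 20, EDTA and TCEP; fluorescence polarization was read after 20 min at r.t.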
Numbers without * were called inactive; ? = inconclusive; . = not tested or not shown; [ ] = another dose, or the depositor's remark. Unless noted, calls come from the whole dose curve; as a rule, active = well fitted curve in the direction sought with a large enough effect; inconclusive = small, poorly fitted or top-dose-only effect, or another doubt; inactive = no such curve, though single readings can be large; an effect the other way counts as inactive or inconclusive. This is a subset; the hit share may differ from the screen's.

SMILES	CXXC DNA block	Mito fusion yeast	A-T KAP1 phos	Menin MLL FP TR	S-ASM inh	TCR activator	TSHR antagonist	MBNL1 CUG block	Integrin act MD	TSG101-PTAP inh
CCOc1ccccc1NC(=O)N1CCC(n2nnc3cc(C)ccc32)CC1	-4.8%	0.2%	-1.5%	-2.0%	2.1%	-2.9%	-5.3	-8.6%	16.3%	-5.7%
CCn1c(SCC(=O)Nc2cc(C)on2)nnc1-c1ccc(S(=O)(=O)N2CCCC2)cc1	1.6%	0.1%	-4.6%	?	-2.0%	2.3%	4.1	-2.9%	14.2%[7.66 µM]	-3.6%
COc1ccccc1N(C(=O)c1ccco1)C(C(=O)NC1CCCC1)c1ccncc1 (centres undefined)	5.2%	-6.5%	9.5%	-0.2%	-0.6%	7.3%	-20.2	1.2%	6.8%	-0.5%
CCCNC(=O)CS(=O)Cc1nc(-c2cccc(OC)c2)oc1C (centres undefined)	0.2%	-5.3%	14.3%	7.0%[11.7 µM]	0.7%	3.6%	10.1	-10.9%	-2.6%	-2.4%
Cc1ccc(NC(=O)Cn2cncc2-c2ccc([N+](=O)[O-])cc2)cc1C	61.5%[activator]	-0.3%	0.9%	?	-1.8%	-1.2%	5.9	7.2%	-4.6%	-0.2%
CNS(=O)(=O)c1cccc(C(=O)OCC(=O)/C=C2/N(C)c3ccccc3C2(C)C)c1	16.0%	21.1%	.	?	41.5%	10.7%[46.1 µM]	-16.2	-15.8%	-25.7%	1.3%
CC(C)(C)OC(=O)N(CCc1ccccc1)Cc1ccccc1OCc1cccc(NC(=O)C2CCCC2)c1	.	.	.	.	-6.0%	16.4%	.	.	-4.1%	2.3%
CC1CN(C(=O)COc2ccc3ccccc3c2)CC(C)O1 (centres undefined)	.	.	-7.5%	.	0.8%	-0.1%	-12.4	.	0.0%	-3.5%
COCCN(C(=O)c1ccco1)c1nc(-c2ccccc2)cs1	-7.8%	2.0%	11.6%	14.5%	4.0%	.	-9.6	1.1%	2.9%	0.1%
Cn1cc(CC(=O)Nc2cccc(C#N)c2)c2ccccc21	2.4%	3.4%	4.0%	10.4%	-1.7%	2.3%	4.0	-1.4%	15.2%	-1.5%
CCSc1ncc(/C=N/Nc2ccc([N+](=O)[O-])cc2)n1C	-2.5%	-2.1%	0.7%	?	-4.4%	5.6%	-2.4	27.5%	21.0%	0.1%
CCOC(=O)C(Oc1ccc2c(-c3ccccc3)cc(=O)oc2c1)c1ccccc1 (centres undefined)	0.0%	-19.9%	7.9%	-11.2%	-1.4%	-3.2%[46.1 µM]	-13.6	.	-17.9%	-0.4%
CN(CC(=O)NC1CCN(Cc2ccccc2)CC1)S(=O)(=O)c1ccc(Cl)s1	.	8.3%	3.9%	.	3.4%	1.8%	-3.1	.	5.3%	0.3%
COc1ccc(C2SCC(=O)N2c2nnc(C34CC5CC(CC(C5)C3)C4)s2)cc1 (centres undefined)	17.5%	25.7%	-12.1%	7.4%	-1.8%	2.3%[46.1 µM]	30.9	-3.7%	23.4%	-0.5%
OCCc1c[nH]c2cc(F)ccc12	4.9%	0.6%	-10.9%	3.5%	17.1%	3.8%	12.1	-1.4%	9.3%	0.2%
COc1cccc2c1Oc1ncccc1N(C(=O)CCC(=O)NCc1ccccc1)C2	-0.8%	-15.3%	-4.5%	-13.3%	-2.2%	-7.6%	4.2	2.1%	5.3%	-2.2%
Cc1cccc2cc(C3CC(c4ccco4)=NN3C(=O)CCC(=O)O)c(Cl)nc12 (centres undefined)	-1.6%	-8.5%	6.3%	-2.0%	8.4%	2.1%[46.1 µM]	-7.6	8.7%	24.8%	-1.0%
O=C(CCN1C(=O)COc2ccccc21)NCCN1CCc2ccccc2C1	-3.0%	0.8%	-0.5%	0.8%	4.0%	-6.5%	7.2	-1.5%	-25.6%	-9.8%
Cc1cc(C(=O)NCc2cccnc2)n(-c2ccccc2)n1	-0.4%	-5.6%	-4.1%	4.0%	3.0%	9.5%	7.0	22.5%	-11.5%	-2.7%
OCCN(CCO)CC(O)COc1ccc2c(c1)OCO2 (centres undefined)	2.8%	-0.3%	3.5%	-27.9%	0.6%	-5.4%	2.9	-6.8%	3.0%	-8.0%
COc1ccccc1/C=C1/SC(=S)N(C(C)C(=O)NC2C=CS(=O)(=O)C2)C1=O (centres undefined)	15.7%	7.4%	-1.7%	.	-0.1%	-2.0%	-4.1	?	-11.3%	0.1%
CC(=O)C1C(=O)c2c(cccc2[N+](=O)[O-])C1=Nc1cccc(Cl)c1 (centres undefined)	-2.9%	10.8%	-1.4%	.	-16.6%	0.1%	-2.9	?	-9.9%	-1.9%
O=C(CSc1ncn(-c2ccccc2)n1)Nc1nc2ccccc2s1	8.1%	?	8.2%	9.3%	?	.	-1.5	-1.5%	30.8%	.
CCn1ccnc1CNC(=O)CC1C(=O)NCCN1Cc1ccc(F)cc1Cl (centres undefined)	-12.6%	0.8%	-11.3%	.	5.2%	-3.8%	40.4	2.7%	-15.5%	-5.5%
Cc1cc(C)n2nc(C(=O)N/N=C/c3ccc(O)cc3)nc2n1	-6.9%	-11.1%	6.2%	-8.4%	-5.9%	-6.4%	9.5	?	-19.1%	-1.0%
C/C(=N\NC(=O)C(=O)Nc1c(C)n(C)n(-c2ccccc2)c1=O)c1ccc(Cl)s1	2.9%	-3.7%	10.8%	.	2.6%	2.2%	-3.7	2.2%	-5.0%	2.7%
CCCn1c(CCl)nc2cc(S(=O)(=O)N3CCOCC3)ccc21	.	.	16.4%	.	2.0%	0.7%[46.1 µM]	7.1	.	9.9%	0.4%
CCC1SC(=Nc2cccc(C)c2)NC1=O (centres undefined)	-4.8%	-3.2%	-1.8%	-10.4%	-2.5%	-6.3%	6.8	-3.1%	16.9%	-0.9%
COC(=O)[C@H]1C[C@H](C(=O)O)[C@@H](C)C1(C)C	.	-4.2%	6.3%	.	-0.5%	-4.5%	-7.7	.	0.0%	3.6%
O=C(O)CCN1c2cccc3cccc(c23)S1(=O)=O	0.5%	16.4%	1.7%	-2.2%	47.6%	0.9%	-15.8	18.4%	40.8%	-3.5%
Cc1ccc2c(C(=O)CN3CCCC3)c(C)[nH]c2c1	-14.4%	-1.0%	9.5%	-0.7%	0.3%	-0.4%	-2.5	-0.7%	-14.0%	-10.7%
CC1CCCC(C)N1C(=O)COc1ccc(-c2nnco2)cc1 (centres undefined)	3.8%	-1.0%	5.7%	-7.1%	-3.2%	0.5%	0.3	-4.4%	31.6%	-0.3%
Cc1ccc(-c2nn3c(C)nnc3c3ccccc23)cc1S(=O)(=O)NCCN1CCOCC1	-4.5%	1.9%	5.2%	?	0.5%	-0.7%	-5.9	-1.9%	2.3%	-10.0%
CCc1ccc(N(C(=O)c2ccco2)C(C(=O)NC2CCCC2)c2cccnc2)cc1 (centres undefined)	40.7%	-4.5%	-10.7%	-23.8%	0.4%	5.6%	22.2	-4.0%	-13.7%	-3.1%
CCN(CC)c1nc(NN)nc(Nc2ccc(C)c(Cl)c2)n1	.	.	.	.	-20.1%	-1.8%	.	.	-14.9%	0.8%
CN(c1ccc2nc3ccccc3c(=O)n2n1)C1CCCCC1	18.3%	19.0%	-2.4%	-15.2%	2.9%	0.7%	-11.6	?	-6.1%	-1.7%
CN(C)C(CNC(=O)C1CCN(S(=O)(=O)c2ccccc2C(F)(F)F)CC1)Cc1ccccc1 (centres undefined)	.	8.1%	-0.8%	.	.	-95.5%	-7.0	.	-27.0%	-2.0%
Cc1ccc(/C=C/C(=O)O)cc1S(=O)(=O)NCCCO	5.4%	-5.5%	7.7%	-10.8%	2.6%	-3.2%	11.4	-4.6%	12.4%	-2.6%
